5HT1E ag: 5-HT1E receptor agonists, primary screen, cell-based, HTS; 5-hydroxytryptamine receptor 1E (Homo sapiens), P28566; CHO 5-HT1E Ga15 NFAT-bla reporter, FRET; 0% DMSO wells, 100% control agonist wells; activation, % at 6 µM; 65,000 compounds, 0.69% hits;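 active means activation above a set limit, the screen-wide mean activation plus 3 SD, cut at about 8.5% in these data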;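 further: 100% = positive control agonist at 1 µM giving full maximal response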
Target sequence (P28566 whole entry, looked up): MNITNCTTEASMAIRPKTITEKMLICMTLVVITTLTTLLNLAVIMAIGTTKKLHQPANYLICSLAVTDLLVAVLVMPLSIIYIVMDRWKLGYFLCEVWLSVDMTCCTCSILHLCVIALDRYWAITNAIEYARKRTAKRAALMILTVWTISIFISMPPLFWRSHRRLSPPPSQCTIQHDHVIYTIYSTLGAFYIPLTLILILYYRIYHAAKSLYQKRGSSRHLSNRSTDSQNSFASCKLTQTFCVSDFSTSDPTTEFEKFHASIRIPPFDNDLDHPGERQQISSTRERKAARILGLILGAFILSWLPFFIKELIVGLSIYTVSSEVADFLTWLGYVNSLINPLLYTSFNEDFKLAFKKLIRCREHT
S1P3 ag: human S1P3 receptor agonists, primary screen, cell-based, primary and confirmation, NFAT-BLA reporter; Sphingosine 1-phosphate receptor 3 (Homo sapiens), Q99500; S1P3 NFAT-BLA reporter cells, agonism, FRET ratio; relative to 1 µM S1P, basal subtracted; activation, % at 4.5 µM; 60,000 compounds, 0.1% hits; AID 373, 2006;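 active means activation above the screen-wide mean plus 3 SD, cut at about 4.5% in these data, passing the limit was not always enough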; further: some compounds called inactive have numbers as strong as hits
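Measure – % activation relative to 1 µM S1P (100%), per plate · System – stable CHO line with human S1P3, Gα16, NFAT-BLA reporter · Timing – cells plated overnight, compound 4 h 37 °C, substrate 2 h RT · Technique – fluorescent BLA substrate, ex 405 nm, em 460/535 nm ratio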
HER2 expr 66K: inhibitors of Her2 protein expression, primary screen, SKBR-3 cells, AlphaScreen, 66K library; Receptor tyrosine-protein kinase erbB-2 (Homo sapiens), P04626; SKBR-3 HER2 protein level, 18-24 h; hits give low values; HER2 level % of control, % at 10 µM; 65,000 compounds, 0.69% hits;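 active means HER2 level under 5% of the carrier-only control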;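 further: 100% = DMSO carrier and 0% = 500 nM PU-H71 HSP90 inhibitor; lower value means stronger loss of Her2 protein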
5HT1E antag: 5-HT1E receptor antagonists, primary screen, cell-based, HTS; 65,000 compounds, 0.99% hits; AID 571, 2007; CHO 5-HT1E Ga15 NFAT-bla reporter, FRET, antagonist; 5-hydroxytryptamine receptor 1E (Homo sapiens), P28566; inhibition, % at 6 µM;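 active means inhibition above a set limit, the mean inhibition across every tested compound plus 3 SD, cut at about 29% in these data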;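 further: signal is the 460 over 535 nm emission ratio of beta-lactamase substrate; 0% = agonist plus DMSO wells and 100% = wells without agonist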
5HT1a antag: human 5-HT1a receptor antagonists, primary screen, cell-based, CHO, Ga15 NFAT-bla reporter | 5-hydroxytryptamine receptor 1A (Homo sapiens), P08908 | CHO 5-HT1a Ga15 NFAT-bla reporter, antagonist mode | inhibition, % at 10 µM | 62,000 compounds, 0.68% hits;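 active means inhibition above the mean of all tested compounds plus 3 SD, cut at about 43% in these data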;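 further: receptor stimulated by 5-CT agonist at 100 nM near EC80; beta-lactamase reporter measured by ratiometric fluorescence of a cleavable substrate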
Autofluor 339: intrinsic fluorescence of library compounds, ex339/em460 – biochemical, MLSMR library, data from DPM-DC assay, artefact control, profiling panel | 65,000 compounds, 5.5% hits | compound autofluorescence, ex339/em460 nm, NADH buffer; hits give high values; 1 = no-compound wells, NADH background | fluorescence fold increase at 10 µM | AID 709, 2007;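 active means at 10 µM, mean starting fluorescence two-fold or more over control wells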;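 further: signal is the first read of a kinetic run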
Abs 340nm: compound light absorbance at 340 nm, profiling panel, artefact control, biochemical, MLSMR library, data from PS, PMK, MK assays; compound absorbance at 340 nm, fold over control; fold change at 10 µM; 65,000 tested, under 10 active;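 active means at 10 µM dose, initial 340 nm absorbance at least 2 fold that of control wells; inactive means change under 2 fold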;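 further: initial absorbance extrapolated from kinetic A340 decline of NADH oxidation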
S1P1 ag-PAM: S1P1 agonists and agonism potentiators, primary screen, cell-based, primary and confirmation screens, CRE-bla reporter | Sphingosine 1-phosphate receptor 1 (Homo sapiens), P21453 | S1P1 CRE-bla cells, forskolin, beta-lactamase FRET, potentiator mode; S1P1 agonist co-added at EC20, 2 nM; 100% = saturating reference agonist, 0% = basal | activation, % at 9.5 µM | 56,000 compounds, 0.57% hits | AID 449, 2006;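 active means activation above a cutoff set at the mean activation of all tested compounds plus 3 SD, cut at about 54% in these data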;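 further: forskolin at 4 µM as EC80 and the EC20 agonist is SEW2871; 100% = SEW2871 at its EC100 plus forskolin at EC80; some compounds past the cut are filed as inactive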
Target sequence (P21453 whole entry, looked up): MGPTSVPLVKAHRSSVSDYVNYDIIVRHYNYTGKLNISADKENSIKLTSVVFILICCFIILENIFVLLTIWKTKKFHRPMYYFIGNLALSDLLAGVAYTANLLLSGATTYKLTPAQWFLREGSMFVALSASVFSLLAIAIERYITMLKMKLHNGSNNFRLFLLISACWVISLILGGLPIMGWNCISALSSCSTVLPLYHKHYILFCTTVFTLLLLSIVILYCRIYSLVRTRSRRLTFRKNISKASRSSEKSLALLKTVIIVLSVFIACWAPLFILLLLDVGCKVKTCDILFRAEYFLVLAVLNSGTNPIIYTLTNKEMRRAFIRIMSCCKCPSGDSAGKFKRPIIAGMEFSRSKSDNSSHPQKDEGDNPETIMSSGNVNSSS
MMP-13 inhibitor: human MMP13 inhibitors, primary screen, biochemical, FRET peptide cleavage; Collagenase 3 (Homo sapiens), P45452; 65,000 compounds, 0.07% hits; AID 570, 2006; MMP-13 fTHP FRET cleavage, Mca fluorescence; inhibition, % at 4 µM;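 active means inhibition above the mean of compound-free control plate wells plus 3 SD, cut at about 14% in these data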;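 further: 0% = DMSO wells and 100% = wells with reference MMP-13 inhibitor after basal subtraction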
* hit, by the source's call; nt = no result given; [ ] = remark or other dose.

SMILES	5HT1E ag	S1P3 ag	HER2 expr 66K	5HT1E antag	5HT1a antag	Autofluor 339	Abs 340nm	S1P1 ag-PAM	MMP-13 inhibitor
Cc1cc(N2CCN(c3cccc(C(F)(F)F)c3)CC2)n2nc(C)nc2n1	0.1	-0.2	77	-8	-18	1.1	1	-17	2
O=C(O)CCSCCC(=O)O	-0.5	0.4	79	-6	-6	1.1	1	-17	-3
Cc1ccc(NC(=O)CC(NCCN2CCOCC2)C(=O)O)cc1Cl (configuration not stated)	-0.5	-0.8	83	2	-4	1.1	1	8	0
Cc1cn2c(-c3cccnc3)nnc2s1	2.3	-0.1	99	-8	1	1.1	1	2	-2
COc1cccc(-c2csc(N3CCN(C(=O)C4CCCCC4)CC3)n2)c1	0.9	-0.3	76	-13	7	1.1	0.98	23	7
O=C(CC1Oc2ccccc2NC1=O)NCc1ccc(Cl)cc1 (configuration not stated)	-0.4	-0.5	77	2	15	1.1	1	-36	3
CC(C)OC(=O)c1cccc(C(=O)O)n1	0.3	0.2	120	-18	-8	1.1	0.99	-5	-5
Cc1ccc(S(=O)(=O)N2CCCC2C(=O)Nc2cc(C)on2)cc1 (configuration not stated)	0.3	-0.7	112	-2	-8	1.1	1	-5	0
Cc1cc(C)nc(SCC(=O)N2CCOCC2)n1	0.0	-1.6	51	14	-7	1.1	1	-26	3
COc1ccccc1-c1noc(-c2ccncc2)n1	0.1	-0.4	106	1	-3	1.1	1	-15	4
COc1cc2c(cc1OC)C(C(=O)NC1CC1)C1c3ccccc3CCN1C2=O (configuration not stated)	-0.2	-1.1	110	0	-8	1.1	1.1	-9	1
Cc1cc(C)n(S(=O)(=O)c2ccc3ccccc3c2)n1	0.6	-3.6	88	8	6	0.83	1	-10	0
Nc1c(N2CCCCC2)c(=O)[nH]c(=O)n1-c1ccccc1	0.5	-0.8	97	-2	8	1	0.98	-5	5
Cn1c(=O)cc(SCC(=O)NCc2cccnc2)c2ccccc21	1.1	0.7	88	0	-13	1.2	1	-4	-4
Cc1ccc(NS(=O)(=O)c2ccc3c(c2)oc(=O)n3C)cc1F	-0.6	-0.5	83	7	3	1	1.1	-2	1
CCc1ccc(-n2c(O)cnc2Nc2nc(C)cc(C)n2)cc1	0.7	-1.2	120	14	14	1.1	1	-12	3
CN1CCN(C(=O)CN2C(=O)CC(C)(C)S(=O)(=O)c3ccccc32)CC1	0.0	nt	77	-13	-1	1	1	nt	6
Cn1nc(-c2ccc(Cl)cc2)c2cc(C(=O)N3CCOCC3)sc21	0.0	0.3	98	5	3	1.3	1.1	-48	-1
COc1ccc(CC(=O)OC(C)CN2CCCC2)cc1 (configuration not stated)	0.5	-0.2	101	-3	11	1.1	1	-13	7
O=C(Cn1c(=O)oc2ccccc21)N1CCN(c2ccc(N3CCOCC3)nn2)CC1	-0.2	-1.1	102	0	-4	2.1*	1.1	-18	-19
COc1ccc(-c2cc(C(F)(F)F)n3ncc(C(=O)NCc4ccco4)c3n2)cc1	2.4	-0.2	101	-9	14	2.2*	1.1	-55	-65[fluorescence artefact?]
Cc1noc(C)c1COC(=O)C1(c2cccc(F)c2)CCCC1	-0.8	1.1	85	8	18	1.1	0.97	24	-10
COc1ccc(CCN(C(=O)c2ccccc2)C2=CC3CCC(C2)N3C)cc1OC (configuration not stated)	-0.1	0.3	89	-9	4	1.1	1	0	3
COc1ccc(CCNC(=O)CC2Oc3ccc(Cl)cc3NC2=O)cc1OC (configuration not stated)	0.3	-0.1	97	7	-9	1.1	1	-19	0
CN(C)CCN1C(=O)C(=O)/C(=C(/O)c2ccc(S(=O)(=O)N3CCOCC3)cc2)C1c1ccccc1 (configuration not stated)	-0.5	-0.7	80	-3	-1	1.1	1.1	-3	2
More records:
SMILES	5HT1E ag	S1P3 ag	HER2 expr 66K	5HT1E antag	5HT1a antag	Autofluor 339	Abs 340nm	S1P1 ag-PAM	MMP-13 inhibitor
CCOC(=O)c1sc(C)c(C(N)=O)c1NC1=NCCCCC1	0.8	-1.1	86	2	6	2*	1.1	10	-14
c1ccc(Cn2nnnc2C(c2ccccc2)N2CCN(c3nc4ccccc4s3)CC2)cc1 (configuration not stated)	-0.8	-0.6	121	-3	6	1.1	0.97	13	2
COCCn1c(SCC(=O)N2CCC(C)CC2)nc2ccccc2c1=O	0.0	0.3	97	2	10	1.1	0.98	-11	2
O=S(=O)(Nc1nc2ccccc2nc1NCc1ccco1)c1ccc(Cl)cc1	-1.4	-0.7	116	6	20	1.2	1	32	-4
CC(C)=C1C2C=CC1C(C(=O)Nc1cc(C)ccc1C)C2C(=O)O (configuration not stated)	-0.9	nt	330	5	1	1.1	1.1	nt	1
CCCCCCOC(=O)C(C#N)c1nc2ccccc2nc1N1CCN(CC)CC1 (configuration not stated)	1.9	0.7	54	-13	-10	1.3	0.99	-3	-1
CC(C)Sc1nnc([C@@H]2CCCN2C(=O)OC(C)(C)C)o1	-0.8	-1.0	90	6	9	1.1	1	10	5
O=C(C1CCC1)N1CCc2cc(S(=O)(=O)N3CCCCC3)ccc21	0.1	-0.9	179	6	7	1.1	1	-28	5
O=C1NCCc2c1[nH]c1c(Cl)ccc(Cl)c21	-0.2	-0.9	74	11	-3	1.6	1	31	-14
Cc1ccc(Cl)cc1NC(=O)CCn1cccc1	-0.9	-0.8	123	-6	-7	1.1	1	8	4
Cc1ccccc1OCC(=O)NCC1CCCO1 (configuration not stated)	0.7	-0.4	97	-6	-9	1.1	1	nt	0
Cc1cc(NC(=O)CCCN2C(=O)c3cccnc3C2=O)no1	0.1	-0.8	139	0	8	1	0.99	-4	5
O=C(O)COc1nsnc1N1CCOCC1	0.7	-0.5	102	7	-1	1.1	1	8	0
COc1cc(OC)c(CN2CCN(c3ccc(F)cc3)CC2)cc1Br	4.0	-0.5	87	7	5	1.1	1.1	-17	0
Cn1nnnc1SCC(=O)Nc1cc(C(C)(C)C)nn1-c1ccccc1	-0.3	-0.8	118	13	5	1.1	1	13	3
COc1cc(C(C#N)N2CCCCC2)ccc1O (configuration not stated)	-0.2	-1.3	95	-9	-2	1.1	1.1	-20	-8
CC(=O)C(Sc1ccc2nnc(-c3ccncc3)n2n1)C(C)=O	-0.3	-0.4	92	-1	-6	1.1	1.1	2	4
Cc1cccc(-c2c3c(=O)n(C)c(=O)n(C)c3cn2C(C)C)c1	0.5	-0.3	82	4	-16	1.2	1	14	-6
Cc1ccccc1C(=O)NC1CCN(Cc2nnnn2CCc2ccccc2)CC1	-0.6	-1.0	87	-8	-4	0.98	0.98	15	0
O=C(NCc1ccco1)C1CCCN1C(=O)NCc1ccccc1 (configuration not stated)	-1.2	0.8	87	-6	-8	1.1	0.99	-6	-7
c1ccc(-c2nn3c(Cn4nnc5ccccc54)nnc3s2)cc1	-0.2	-0.8	nt	7	8	1.1	1	-43	0
Oc1c(Cl)cc(Cl)c2c1NCCC2	-0.1	-1.4	103	-3	26	0.91	0.98	-4	2
CCN1C(=O)/C(=C2\SC(N3CCCCC3)=NC2=O)c2ccccc21	1.1	-0.5	121	11	4	1.1	1	-18	4
O=C(CSc1ncn(-c2ccccc2)n1)N1CCN(c2ccccc2)CC1	0.1	-0.5	105	-5	0	1.1	1	4	8
O=C(CSc1nnc(-c2ccc(F)cc2)o1)Nc1ccc(S(=O)(=O)N2CCCCCC2)cc1	-0.2	-0.9	92	13	-4	1.1	1	1	0
(continued)
SMILES	5HT1E ag	S1P3 ag	HER2 expr 66K	5HT1E antag	5HT1a antag	Autofluor 339	Abs 340nm	S1P1 ag-PAM	MMP-13 inhibitor
O=C(CSc1nnc(CNC(=O)c2cccs2)o1)c1ccccc1	1.1	nt	82	-13	-2	1.1	1	nt	12
COc1ccccc1CN1CCCC(C(=O)N(C)Cc2ccccc2)C1 (configuration not stated)	0.4	-1.6	109	-1	32	1.1	1	17	-6
COc1ccc(-n2c(Cc3cccn3C)nnc2SCC(=O)Nc2cccc(Cl)c2)cc1	-0.2	0.6	100	-15	15	1	1	-4	-7
CC(C)(C#N)Nn1cnnc1	1.6	-0.4	76	-2	0	1	1	-19	4
C(=N\n1cnnc1)/c1cccc2ccccc12	0.9	-1.3	103	-4	7	1.5	1.1	-12	-4
CCOC(=O)Cn1c(-c2ccccn2)nc2ccccc21	0.6	-2.1	136	2	20	1.5	1	-2	-54[fluorescence artefact?]
COc1ccc(-c2nc(CN3CCC(C(=O)N4CCc5ccccc54)CC3)c(C)o2)cc1OC	-0.3	-0.1	97	2	10	1.1	1	-11	-2
O=C(NC1CCCC1)NS(=O)(=O)c1ccccc1Cl	0.4	-0.2	99	-14	-14	1.1	1	8	-5
Cc1nc2sc(C(c3ccccc3)N3CC(C)OC(C)C3)c(O)n2n1 (configuration not stated)	-0.5	0.7	91	13	-8	1	1	-8	-3
CCSc1nnc(NC(=O)C2CCCCC2)s1	0.3	-0.6	72	-5	-12	1.1	1	30	1
CCSc1cc(C2C(C#N)=C(N)OC(C)=C2C(=O)OC)c(C)o1 (configuration not stated)	-0.4	-1.1	61	4	20	1.2	1	nt	7
COc1cc(NC(=O)CN2C(=O)c3ccccc3C2=O)c(C(=O)O)cc1OC	1.2	nt	111	1	-12	1	1.1	nt	3
CCSc1nnc(NC(NC(=O)c2ccco2)(C(F)(F)F)C(F)(F)F)s1	-0.3	-5.0	68	8	nt	1.1	1	6	-2
CCC1CCCCN1CCCNC(=O)CNC(=O)Cn1ccc2ccccc2c1=O (configuration not stated)	-0.3	nt	91	-2	8	1.1	1.1	nt	0
O=C(Cn1c(=O)[nH]n(-c2ccccc2)c1=O)N1CCCc2ccccc21	-0.5	-1.2	132	-7	6	1	0.98	-7	5
CN1CCN(c2nc(C(N)=O)cc(-c3ccccc3)n2)CC1	-0.8	-5.0	76	9	nt	1.4	1	6	-12
CC1(C)Cc2c(C#N)c(NCC3CCCO3)nc(-c3ccco3)c2CO1 (configuration not stated)	-0.2	-1.3	173	6	nt	2.3*	1.1	-1	-101[fluorescence artefact?]
O=C1CCCC2=C1C(c1ccc(Br)cc1)c1c([nH]c(=S)[nH]c1=O)N2 (configuration not stated)	0.9	-1.4	100	0	-9	1.1	1	-26	-12
CCOc1cc(CN2CCN(c3ccc(C(C)=O)cc3)CC2)ccc1OC	1.0	-0.5	97	8	-3	1.1	1.2	-16	6
O=C(NC1=NCCS1)c1ccncc1	-0.9	-0.8	115	-9	-1	1.1	1	11	-8
